Gal4-VP16 FLuc: Gal4-VP16 reporter inhibition counter-screen; Drosophila S2 Gal4-VP16 UAS-luciferase, luminescence, 20 h; Potency, µM (titrated, usually from 53.6 µM), inactives show top-dose activity, negative = inhibition, usual class: inhibitors; 310,000 compounds, 3.5% hits;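 also: Gal4-VP16 expression switched on by copper sulfate through the metallothionein promoter; potency is read from the fitted curve at half-maximal effect; % is scaled to controls: 0 for no effect and ±100 for the full control effect; nearly all actives have a fitted effect of over 50% in size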
uPA generation: cell surface uPA generation inhibition. cell surface uPA generation assay, qHTS. Potency, µM (highest dose often 38.3 µM), for inactives: at the highest dose activity change, negative = inhibition, usual class: inhibitors. 330,000 compounds, 0.31% hits. AID 540303; active = well fitted inhibition curve with a large enough effect; inconclusive = small, poorly fitted or top-dose-only effect; inactive = no such curve, though single readings can be large or run the other way; tested in mouse RAW 264.7 cells; also: potency is read from the fitted curve at half-maximal effect; % is scaled to controls: 0 for no effect and ±100 for the full control effect; nearly all actives have a fitted effect of over 55% in size
FLuc counter: counter-screen for miR-21 project: firefly luciferase inhibitors or activators; Potency, µM (titrated, usually from 57.5 µM), inactives show top-dose activity change, negative = inhibition, most hits filed as inhibitors; purified FLuc, Km substrates, luminescence inhibition; 360,000 compounds, 6.9% hits;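 also: potency is read from the fitted curve at half-maximal effect; plate controls were vehicle for no effect and reference inhibitor for full effect; nearly all actives have a fitted effect of over 55% in size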
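Purified P. pyralis luciferase, 10 nM final, with Km-level 10 uM D-luciferin and 10 uM ATP in 50 mM Tris acetate pH 7.5, 10 mM Mg acetate, 0.01% Tween-20, 0.05% BSA; 6-point qHTS titration about 60 µM downward; luminescence read.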
KCNH2 3.1 inh: inhibitors of human KCNH2 3.1 potassium channel isoform. U2OS KCNH2 3.1, thallium flux FluxOr; hits give low values. activity change, % (tested at about 1.8 µM). 340,000 compounds, 0.95% hits. AID 720553;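 active = maximum activity change below -70%; inconclusive = maximum activity change from -70% to -50%; inactive = maximum activity change above -50%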;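 also: thallium influx rate constant from kinetic fluorescence after stimulation buffer; % is scaled to controls: 0 for no effect and ±100 for the full control effect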
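Virally transduced U2OS (3.1 isoform, 4 h infection in dark at RT) → overnight 37 C → FluxOr + Red40 in HBSS/HEPES, 45 min → stimulation buffer, 2 min kinetic read → rate constant vs DMSO controls.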
NPC1 prom act: activators of NPC1 promoter; Huh7 NPC1 promoter luciferase reporter, 24 h; Potency, µM (doses to about 9.22 µM), for inactives: at the highest dose activation, hits mostly activators; 320,000 compounds, 2.4% hits; AID 485313;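 also: potency is read from the fitted curve at half-maximal effect; % of control where 0% means no effect; nearly all actives have a fitted effect of over 60% in size; reporter is driven by a mutant NPC1 promoter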
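In 1536-well qHTS, Huh7 cells harboring an NPC1 promoter–luciferase construct received compound for 24 h; activation was quantified by luminescence following luciferase reagent addition.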
Giardia killer: Giardia lamblia killing; Giardia lamblia trophozoite viability; activity change, % at 7.66 µM, hits read low; 340,000 compounds, 0.15% hits; in the data active = activity change below about -80%; inconclusive = between about -30% and that limit;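 also: parasites exposed to compound for two days anaerobically before the ATP read; % is scaled to controls: 0 for no effect and ±100 for the full control effect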
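Luminescence from cellular ATP indicates surviving trophozoites (100 cells/well) following 48 hrs anaerobic compound treatment at 37 deg C; signal develops 15-30 min at room temperature.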
Rab9 prom act: Rab9 promoter activation; Huh7 Rab9 promoter-luciferase reporter, luminescence, 24 h; Potency, µM (titrated, usually from 9.22 µM), without a hit: at the highest dose activation, negative = inhibition, most hits filed as activators; 320,000 compounds, 2.8% hits; AID 485297; also: potency is read from the fitted curve at half-maximal effect; % of control where 0% means no effect; nearly all actives have a fitted effect of over 60% in size
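Promoter activation is measured as luciferase luminescence in Huh7 cells stably transfected with a Rab9 promoter–luciferase construct, following 24 h compound exposure at 37 °C and 10 min reagent incubation at ambient temperature.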
Coupling enz: coupling enzyme interference in Giardia aldolase counter-screen. coupling enzyme system counterscreen, AmpLite Red fluorescence. activity change, negative = inhibition, % at 58.2 µM, hits read low. 290,000 compounds, 0.67% hits; in the data active = activity change below about -30%; also: % is scaled to controls: 0 for no effect and ±100 for the full control effect
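Activity here indicates interference with the coupling reaction, not aldolase inhibition. Compounds at 57.5 uM final met coupling enzymes for 10 min at RT; substrate and AmpLite Red detection followed, with a 525/598 nm fluorescence read after 20 min.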
Tb PFK block: inhibitors of T. brucei phosphofructokinase; 330,000 compounds, 0.17% hits; Potency, µM (series often up to 57.5 µM), inactives show top-dose activity, negative = inhibition, hits mostly inhibitors; T. brucei PFK, ADP-Glo luminescence;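 also: potency is read from the fitted curve at half-maximal effect; 0% = uninhibited 1x PFK enzyme wells and -100% = no-enzyme wells; nearly all actives have a fitted effect of over 60% in size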
Target sequence (O15648 whole entry, looked up): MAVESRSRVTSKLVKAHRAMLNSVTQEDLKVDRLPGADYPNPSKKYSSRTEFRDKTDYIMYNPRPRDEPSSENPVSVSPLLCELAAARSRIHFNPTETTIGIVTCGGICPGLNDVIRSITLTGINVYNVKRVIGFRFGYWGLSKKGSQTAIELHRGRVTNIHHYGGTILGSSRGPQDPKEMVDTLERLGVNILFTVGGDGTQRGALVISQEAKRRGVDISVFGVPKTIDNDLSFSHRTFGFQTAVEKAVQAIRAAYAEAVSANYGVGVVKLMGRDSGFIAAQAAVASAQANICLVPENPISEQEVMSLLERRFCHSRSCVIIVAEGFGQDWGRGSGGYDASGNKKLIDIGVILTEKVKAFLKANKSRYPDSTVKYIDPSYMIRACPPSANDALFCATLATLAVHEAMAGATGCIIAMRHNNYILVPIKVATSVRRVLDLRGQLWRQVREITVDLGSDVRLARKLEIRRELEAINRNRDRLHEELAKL
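Compounds were pin-transferred as a titration series up to 57 uM into substrate buffer (0.5 mM F6P, 0.1 mM ATP, pH 8.0), then 1.25 nM PFK was added and reactions ran 45 min before ADP-Glo detection.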
RORgamma inh: inhibitors of mouse ROR gamma transcriptional activity. Drosophila S2 Gal4-RORgamma UAS-luciferase reporter, 20 h. Potency, µM (series often up to 53.6 µM), inactives show top-dose activity change, negative = inhibition, actives largely listed as inhibitors. AID 2551. P51450. 310,000 compounds, 5.4% hits; also: potency is read from the fitted curve at half-maximal effect; % is scaled to controls: 0 for no effect and ±100 for the full control effect; nearly all actives have a fitted effect of over 60% in size
Target sequence (P51450 whole entry, looked up, the tested form may be a part): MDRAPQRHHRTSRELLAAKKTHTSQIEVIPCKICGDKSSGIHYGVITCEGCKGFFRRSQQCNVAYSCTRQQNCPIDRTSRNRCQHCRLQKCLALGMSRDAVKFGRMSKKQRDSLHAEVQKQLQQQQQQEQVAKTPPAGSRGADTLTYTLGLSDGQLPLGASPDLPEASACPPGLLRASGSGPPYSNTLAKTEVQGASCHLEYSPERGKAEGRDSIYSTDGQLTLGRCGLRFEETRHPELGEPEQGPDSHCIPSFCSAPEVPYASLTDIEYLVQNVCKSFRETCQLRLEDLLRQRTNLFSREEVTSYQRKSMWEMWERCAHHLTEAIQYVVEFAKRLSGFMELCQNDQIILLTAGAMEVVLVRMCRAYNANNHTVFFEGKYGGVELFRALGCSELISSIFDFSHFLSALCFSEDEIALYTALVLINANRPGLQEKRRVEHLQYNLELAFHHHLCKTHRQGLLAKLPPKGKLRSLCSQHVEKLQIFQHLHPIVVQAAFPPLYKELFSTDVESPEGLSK
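Stably transfected Drosophila Schneider cells are the test system, with ROR gamma fused to Gal4 and luciferase under UAS control; luminescence is read after 20 hr of 700 uM copper sulfate induction at ambient temperature.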
ELG1 genotox: inducers of genotoxicity in HEK293T ELG1-luciferase cells; Potency, µM (doses to about 46 µM), inactives show at the top dose activity change, positive = activation, usual class: activators; AID 504466; 330,000 compounds, 1.3% hits; HEK293T ELG1-luciferase reporter, luminescence, 16 h; also: potency is read from the fitted curve at half-maximal effect; % of control where 0% means no effect; nearly all actives have a fitted effect of over 60% in size
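Step 1: seed 2,000 HEK293T ELG1-luciferase cells per well. Step 2: add compound or DMSO, incubate 16 hr at 37 °C. Step 3: ONE-Glo, 30 min at room temperature, read luminescence.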
An asterisk follows results filed as active; ? = inconclusive; / = not tested or not shown; & = joins results of further samples; [ ] = remark or other dose. Unless noted, calls follow the shape of the dose curve; as a rule, active = well fitted curve in the direction sought with a large enough effect; inconclusive = small, poorly fitted or top-dose-only effect, or another doubt; inactive = no such curve, though single readings can be large; an effect the other way counts as inactive or inconclusive.

structure,Gal4-VP16 FLuc,uPA generation,FLuc counter,KCNH2 3.1 inh,NPC1 prom act,Giardia killer,Rab9 prom act,Coupling enz,Tb PFK block,RORgamma inh,ELG1 genotox
CC(C)COP(=O)(c1ccc(N(C)C)cc1)C(O)c1ccncc1 (stereo not given),-10%,3%,0%,1,-1%,-7,2%,0,5%,27%,0%
CC(C)(C)OC(=O)N1CCC(CNC(=O)c2cccs2)CC1,0%,1%,3%,-9,-2%,2,-3%,-1,3%,38%,-4%
CCCCNC(=O)O[C@H]1C[C@@H]2CCN3C(=O)CCC[C@H]([C@H]1Cc1ccccc1)[C@H]23,-6%,-13%,4%,/,2%,-10,-2%,-1,0%,2%,0%
O=C(/C=C/c1ccc2c(c1)OCO2)NCCCN1CCOCC1,-8%,2%,-3%,11,-2%,18,-4%,1,-11%,-2%,-2%
CC(OC(=O)Cc1ccccc1[N+](=O)[O-])C(=O)Nc1ccc(Cl)cn1 (stereo not given),/,3%,-2%,-15,-1%,4,-7%,/,-4%,/,0%
CC(=O)Nc1ccc(Oc2cnc3ccccc3n2)cc1,-6%,2%,-14%,15,0%,15,-2%,2,-4%,?,-4%
CCN1CCc2c(OCC(=O)Nc3ccc4c(c3)OCCO4)cccc2C1=O,-7%,/,1%,/,1%,/,-1%,-2,19%,12%,-7%
O=S(=O)(c1ccc2nc(N3CCN(c4ccccc4)CC3)ccc2c1)N1CCCCC1,3%,50%[activator],2%&-3%,-22,-11%,-26,-6%,/,-4%,-22%,-3%
O=C(O)c1ccc(N/N=C/c2c[nH]c3ccccc23)cc1,0.32µM*,6%,0.43µM*,16,-9%,11,-5%,-2,2%,0.035µM*,?
O/N=C(/c1ccccc1)c1cc2cc(Br)cc(Br)c2o1,-1%,-4%,-3%,-2,-3%,29,5%,-5,1%,-27%,5%
CCCCN(CCCNC(=O)Cn1nc(CC)n2c(cc3sc(C)cc32)c1=O)Cc1ccccc1,-15%,?,5%,-10,-2%,4,-3%,2,-2%,-12%,0%
CCOc1cc(/C=N/NC(=O)c2cccs2)cc([N+](=O)[O-])c1O,?,4%,?,7,-3%,-1,-2%,1,7%,?,?
O=c1oc(-c2ccccc2NS(=O)(=O)c2ccc3ccccc3c2)nc2ccccc12,-9%,0%,4%,0,0%,-3,-2%,5,3%,32%,-3%
Cc1cc(=O)[nH]c(-n2ncc(C#N)c2N)n1,5%,4%,-1%,-4,-5%,-5,9%,2,1%,?,2%
CC(=O)NC(C)CCc1ccccc1 (stereo not given),-1%,-6%,?,-3,7%,28,11%,0,3%,-12%,3%
O=C(NC(c1ccccc1)C(Cl)(Cl)Cl)c1ccccc1 (stereo not given),-8%,2%,0%,-9,-2%,-11,2%,-1,-2%,15%,-5%
COc1ccc(N2C(=O)CC(Sc3nc4ccccc4s3)C2=O)cc1OC (stereo not given),5.6µM*,-26%,1%,-2,-1%,45[activator],-4%,6,12%,6.3µM*,1%
Cc1cccc(NS(=O)(=O)c2ccc3c(c2)Cc2cc(S(=O)(=O)Nc4cccc(C)c4C)ccc2-3)c1C,-6%,7%,0%,2,-6%,8,-1%,0,0%,19%,-6%
COc1cccc2cc(C(=O)N3CCN(c4ccc(C)cc4C)CC3)c(=O)oc12,-9%,-3%,-50%,-4,1%,-19,1%,2,3%,-1%,3%
Cc1cccc(NC(c2ccc(C)s2)c2ccc3ccc(C)nc3c2O)n1 (stereo not given),5µM*,-2%,2%,-18,-3%,-15,5%,0,0%,10µM*,4%

structure,Gal4-VP16 FLuc,uPA generation,FLuc counter,KCNH2 3.1 inh,NPC1 prom act,Giardia killer,Rab9 prom act,Coupling enz,Tb PFK block,RORgamma inh,ELG1 genotox
CCOc1ccc(CNC(=O)CCCOc2cc(=O)n(C)c3ccccc23)cc1,19%,-4%,-2%,4,-1%,2,-4%,-2,-2%,-29%,?
COc1ccccc1N1CN(Cc2ccccc2)CNC1=S,?,-12%,1%,2,1%,9,-4%,6,-14%,2µM*,0%
Cc1n[nH]c(=O)c2c(NC(=O)CSc3ccc(F)cc3)oc(C)c12,/,4%,3%,-3,0%,-4,-5%,/,-5%,/,0%
Cc1c(C(=O)O)oc2ccc(S(=O)(=O)NC3CCCCCCC3)cc12,-14%,-1%,-1%,7,-2%,?,0%,17,2%,32%,3%
CCOC(=O)c1cccc(NC(=O)CN(C)S(=O)(=O)c2cnc[nH]2)c1,13%,-1%,1%,-9,-3%,-7,7%,2,1%,5%,-1%
CC[C@H](C)[C@@H]1NC(=O)c2cc([N+](=O)[O-])cc(F)c2OCC[C@@H](C(N)=O)NC(=O)[C@H](CCCCN)NC1=O,5%,-1%,3%,-3,-5%,16,-1%,-2,-1%,-14%,0%
Cc1ccccc1-c1cc(C(=O)n2cccn2)c2cc(Cl)ccc2n1,-6%,/,4%,1,-6%,7,0%,2,-1%,-2%,-8%
COc1cccc(-c2cc(C(=O)NCC3CCCO3)c3cc(Br)cc(C)c3n2)c1 (stereo not given),-29%,-1%,2.7µM*,6,-7%,-8,5%,0,5%,-38%,?
O=C(Nc1ccc(N2CCN(C(=O)c3cccs3)CC2)cc1)c1cccnc1,1%,-2%,0%,10,0%,-2,-5%,-1,-3%,1%,-15%
CCCC(=O)Nc1ccc(Cl)c(NC(=O)c2ccco2)c1,13%,0%,10%,-1,1%,12,-11%,0,-7%,?,-2%
CCCc1cc(=O)oc2cc(C)cc(OC(C)C(=O)NCc3ccncc3)c12 (stereo not given),20%,-20%,-1%,-11,2%,-11,-5%,4,1%,0%,0%
CN(CC(=O)Nc1ccc(Cl)cc1)CC(=O)Nc1cc(Cl)ccc1C#N,13%,-19%,-4%,-22,-4%,10,-1%,-1,-2%,45%,-11%
O=C(Nc1ccc2c(c1)OCO2)c1c(Cl)nc2sccn12,0%,-1%,?,-1,?,-21,3.2µM*,5,-3%,?,?
O=C(CCC(=O)OCC(=O)c1ccc(F)cc1)NC1CCCCC1,7%,-3%,-1%,-12,-3%,-3,5%,1,2%,0%,2%
CCn1c2ccccc2c2nc3cc(OC)c(OC)cc3nc21,-9%,-11%,8.5µM*,12,-2%,7,15%,-4,1%,-31%,-2%
O=C(CN1C2CCCC1CC(NC(=O)c1ccccc1)C2)Nc1ccccc1 (stereo not given),-5%,-1%,2%,-26,-4%,13,-2%,-3,4%,6%,-8%
O=C(CN1CCCCC1)Nc1scc2c1c(=O)oc1ccccc12,25%,5%,-9%,6,?,-22,2.8µM*,0,2%,9%,15%
Cn1c(SCC(=O)Nc2cccc3ccccc23)nc(O)cc1=O,-6%,3%,-2%,-14,-1%,7,-7%,7,-2%,1%,3%
COCCNC(=O)c1ccc(CSc2nc3ccccc3s2)cc1,?,3%,?,-6,?,-19,?,6,-6%,?,14%
O=C(Nc1ccccc1)C1CCCN(C(=O)c2ccc(Cl)cc2)C1 (stereo not given),-8%,2%,-2%,6,-3%,2,-1%,0,10%,18%,-6%

structure,Gal4-VP16 FLuc,uPA generation,FLuc counter,KCNH2 3.1 inh,NPC1 prom act,Giardia killer,Rab9 prom act,Coupling enz,Tb PFK block,RORgamma inh,ELG1 genotox
COc1ccccc1C(=O)Nc1ccc(N2CCN(Cc3ccccc3)CC2)cc1,0%,-2%,0%,13,-7%,-18,-9%,0,1%,-15%,-9%
COc1cccc(CN2CCN(Cc3nc4c(s3)CCCC4)CC2CCO)c1 (stereo not given),?,1%,3%,2,-4%,14,-12%,0,1%,-66%,0%
C[C@@H](C(=O)NCC1CC1)[C@H]1C[C@]1(C)[C@H](NC(=O)OCc1ccccc1)c1ccccc1,-7%&-10%,0%,3%,-17,-2%,-10,-7%,0&1,-6%,-6%&9%,-7%
CCCSc1nnc(-c2ccccc2NC(=O)CC)c(=O)[nH]1,0%,2%,3%,9,-2%,-8,2%,6,0%,2%,-3%
CCC(=O)N=c1sc2ccccc2n1-c1ccccc1,-2%,-2%,0%,2,0%,8,-1%,0,-4%,-1%,2%
COC(=O)c1cc2c(N)c(C(=O)c3ccc(Cl)cc3)sc2nc1C(OC)OC,1%,7%,-11%,9,-3%,0,-6%,-1,-2%,25%,-8%
CSCCC(NC(=O)c1ccco1)C(=O)N1CC(C)OC(C)C1 (stereo not given),/,0%,4%,-26,-1%,16,-3%,/,-2%,/,-2%
COC(=O)c1cc(S(=O)(=O)N2CCOCC2)ccc1Sc1ccccc1N,-6%,/,-1%,-5,-2%,-9,-1%,-1,-3%,43%,0%
COCCCn1c(-c2ccc(OC)cc2)nc2nc3ccccc3nc21,6%,/,?,/,-3%,/,1%,-1,3%,?,?
O=C(CCCC(=O)N(CC(=O)NC1CCCCC1)Cc1ccc2c(c1)OCO2)Nc1ccccn1,-6%[0.365 µM],-3%,-2%,-22,-3%,29,-1%,-2,8%,-18%,3%
COC(=O)c1ccccc1NC(=S)NC(=O)c1ccc2c(c1)OCO2,?,-3%,-19%,3,-2%,-5,-3%,/,-4%,4%,10%
